HMGR II inh = inhibitors of class II HMG-CoA reductase from Enterococcus faecalis. purified E. faecalis HMGR, NADPH absorbance 340 nm kinetic. inhibition, % at 10 µM. hit rate 0.41% among 190,000;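 active = inhibition above a set limit, the median over all tested compounds plus 3 SD, cut at about 9.5% in these data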;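 also: enzyme runs in reverse so mevalonate oxidation gives rising NADPH absorbance; 0% = complete reaction with DMSO and 100% = background rate lacking mevalonate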
TNAP act hiacc = increases human TNAP activity under high phosphate acceptor concentration | P05186 | purified TNAP, CDP-star luminescence, 1 M DEA, 30 min; hits give high values; 0 = EDTA background, 1 = DMSO-only activity | activation factor at 20 µM | 200,000 tested, under 10 active | AID 1136;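 active = activation factor at least 2 at 20 µM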
Target sequence (P05186 whole entry, looked up): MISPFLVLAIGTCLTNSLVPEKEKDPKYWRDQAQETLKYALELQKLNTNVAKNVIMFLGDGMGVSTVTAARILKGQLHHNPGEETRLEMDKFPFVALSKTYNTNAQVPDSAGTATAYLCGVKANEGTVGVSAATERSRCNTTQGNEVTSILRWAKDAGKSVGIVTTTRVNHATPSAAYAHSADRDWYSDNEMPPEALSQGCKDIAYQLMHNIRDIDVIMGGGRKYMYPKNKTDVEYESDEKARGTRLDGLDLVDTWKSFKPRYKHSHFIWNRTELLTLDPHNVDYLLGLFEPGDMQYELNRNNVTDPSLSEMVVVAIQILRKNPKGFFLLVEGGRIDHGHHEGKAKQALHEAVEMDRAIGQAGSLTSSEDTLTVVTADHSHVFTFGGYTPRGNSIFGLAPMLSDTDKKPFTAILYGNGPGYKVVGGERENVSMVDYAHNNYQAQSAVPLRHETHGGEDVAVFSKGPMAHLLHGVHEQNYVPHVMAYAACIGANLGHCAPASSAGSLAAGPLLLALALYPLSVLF
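system = human TNAP | amount = enzyme diluted 1/800 final | reagent = 100 µM CDP-star substrate | signal = luminescent substrate turnover signal | dosing = one dose, 20 µM | benchmarks = EDTA negative control, DMSO positive control | measure = activation factor | timing = 30 min reaction, room temperature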
PMI act hi M6P = PMI (human) activation, high substrate | P34949 | activation factor at 20 µM | AID 1216 | hit rate 0.34% among 190,000 | coupled PMI enzyme assay, resazurin fluorescence, 20 min; hits give high values; 1 = untreated enzyme, 0 = substrate-free blank;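 active = activation factor of 2 or more at 20 µM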
Target sequence (P34949 whole entry, looked up): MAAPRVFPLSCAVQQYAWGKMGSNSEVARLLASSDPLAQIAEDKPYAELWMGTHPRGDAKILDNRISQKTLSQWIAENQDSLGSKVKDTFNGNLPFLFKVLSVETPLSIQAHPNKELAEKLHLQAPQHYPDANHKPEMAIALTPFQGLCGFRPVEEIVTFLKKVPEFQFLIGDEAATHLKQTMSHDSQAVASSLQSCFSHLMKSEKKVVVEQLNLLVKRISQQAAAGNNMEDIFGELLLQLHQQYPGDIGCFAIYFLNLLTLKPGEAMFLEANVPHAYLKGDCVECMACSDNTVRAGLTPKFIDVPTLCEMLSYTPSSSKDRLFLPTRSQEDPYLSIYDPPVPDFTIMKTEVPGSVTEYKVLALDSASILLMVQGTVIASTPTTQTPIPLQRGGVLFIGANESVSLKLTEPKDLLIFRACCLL
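Test system: human phosphomannose isomerase with PGI, G6PDH, diaphorase coupling enzymes / Doses: 20 µM compound, 1% DMSO / Times: enzyme reaction with compound 20 min at room temperature / Measured by: Diaphorase-driven resazurin-to-resorufin fluorescence, excitation 544, emission 590 nm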
TNAP inh hiacc = inhibitors of human TNAP at high phosphate acceptor concentration; P05186; purified TNAP, CDP-star luminescence, 1 M DEA; inhibition, % at 20 µM; hit rate 0.03% among 200,000; AID 1135;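 active = over 50% inhibition of tissue-nonspecific alkaline phosphatase at 20 µM in the single-dose screen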;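 also: plate controls were DMSO wells for no effect and EDTA-quenched wells as full inhibition for full effect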
Diaph inh CS = counter-screen for diaphorase-based assays: diaphorase inhibitors and chemical oxidizers. inhibition, % at 20 µM. diaphorase resazurin-to-resorufin fluorescence, NADH, 16 min; bacterial (C. kluyveri) enzyme, not human. hit rate 0.69% among 190,000. AID 1217;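 active = primary screen inhibition at 20 µM above a set limit, cut at about 50% in these data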;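 also: plate controls were DMSO with full reaction for no effect and wells lacking NADH for full effect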
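Test system: diaphorase enzyme from Clostridium kluyveri; amount: diaphorase at 0.14 U/mL in enzyme working solution; detection: fluorescence of resorufin formed from resazurin, Ex 544/Em 590 nm; times: reaction incubation of 16 min at room temperature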
PMI activator = phosphomannose isomerase (human) activation; P34949; purified human PMI, coupled resazurin fluorescence, 20 min; hits give high values; 1 = vehicle control, 0 substrate-free wells; activation factor at 20 µM; hit rate 0.005% among 190,000;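 active = activation factor of 2 or more at 20 µM, relative to plate controls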
Diaphorase act = counter-screen for diaphorase-based assays: diaphorase activators and chemical reducers; Diaphorase/resazurin coupled assay, resorufin fluorescence, 16 min; hits give high values; 1 = vehicle wells, 0 = NADH-free wells; activation factor at 20 µM; hit rate 0.005% among 190,000; AID 1229;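 active = diaphorase activity raised at least twofold by the compound at 20 µM; inactive = activation factor below 2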
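Material: bacterial diaphorase enzyme (C. kluyveri); amount: enzyme 0.07 U/mL final; reagent: NADH substrate 0.114 mM plus resazurin dye 0.1 mM, final; doses: single compound dose of 20 µM, 1% DMSO final; timing: 16 min enzyme reaction, ambient temperature; measured by: fluorescence of resorufin, 544 nm excitation, 590 nm emission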
TNAP inh no acc = inhibitors of human TNAP without phosphate acceptor; P05186; purified TNAP, CDP-star luminescence, 30 min; inhibition, % at 20 µM; hit rate 0.26% among 200,000; AID 1012;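 active = tissue-nonspecific alkaline phosphatase inhibition above about 50% at 20 µM in the single-dose screen, limit read from the data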;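 also: 0% = DMSO negative control and 100% = EDTA positive control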
FLuc stim CS = affects firefly luciferase, flagging false hits in luciferase stimulation screens; P08659; ATPlite luciferase biochemical, luminescence, 10 min; 0 = ATP-free wells, 1 = DMSO control; activation factor at 10 µM; 200,000 tested, under 10 active; AID 1027;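 active = luciferase activation factor, scaled between plate controls, of at least 2 with compound at 10 µM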
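assay system = Luciferase/luciferin detection reagent, cell-free biochemical luciferase assay | also added = ATP substrate | times = 10 min post-reagent at room temperature | measured by = luminescence from luciferase reaction | measure = luciferase activation, seen as luminescence increase over controls | benchmarks = low control with PBS replacing ATP, high control enzyme plus ATP without compound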
G6PDH CS = inhibits Leuconostoc G6PDH, flagging false hits in G6PDH-based assays; Purified L. mesenteroides G6PDH, diaphorase/resazurin coupled fluorescence, 45 min; inhibition, % at 5 µM; hit rate 0.12% among 200,000; AID 1020; in the data active = inhibition above about 50%
* marks the source's active call; other numbers are inactive results; x = no result given.

SMILES	HMGR II inh	TNAP act hiacc	PMI act hi M6P	TNAP inh hiacc	Diaph inh CS	PMI activator	Diaphorase act	TNAP inh no acc	FLuc stim CS	G6PDH CS
Cc1ccc(OCCC(=O)Nc2ccc(C)c(F)c2)cc1	-5	1	0.8	0	20	0.8	0.8	-4	1	11
CC(C)CCNC(=O)CCc1nnc(Cc2c[nH]c3ccccc23)o1	2	1	0.9	-2	15	0.8	0.8	-4	1	12
COc1c(Cl)ccc(Cl)c1C(=O)NC(=O)N1CCOCC1	3	1	1	-1	0	1.1	1	4	1.1	6
O=c1oc2ccccc2c2c1SC(C(F)(F)F)C2 (configuration not stated)	-3	1	1.1	-3	0	1	1	-14	1	14
CSc1ccccc1NC(=O)c1ccccn1	-5	1	1	-2	12	1	0.9	-18	1	1
O=C1CCCc2c1sc1nc3n(c(=O)c21)CCCCC3	2	0.9	1.1	5	6	1	0.9	9	1	11
COc1ccc(NC(=O)CN(C)S(=O)(=O)c2ccc(Cl)cc2)cc1Cl	-7	1.1	1.1	-6	19	1.1	0.8	-2	1.1	-2
O=C(c1ccncc1)N1CCN(C(=O)c2cccs2)CC1	-4	1	1.1	0	7	1	0.9	-1	1.1	7
Cc1cccc(CN2CCCC(C(=O)c3ccc4c5c(cccc35)CC4)C2)n1 (configuration not stated)	-3	1.1	0.9	-5	23	0.9	0.8	-4	1.1	12
COc1ccc(S(=O)(=O)N2CCCC(C(F)(F)F)C2)cc1 (configuration not stated)	-8	1	1	0	12	1	0.9	5	1.1	8
c1ccc(N(c2ccccc2)c2nc(N3CCOCC3)nc(N3CCOCC3)n2)cc1	x	1	0.9	-4	12	0.9	0.9	-4	1	0
FC(F)(F)c1ccc(/C=N/N2CCN(Cc3cccc4ccccc34)CC2)cc1	2	1	1	-4	13	1	0.9	10	1.1	6
COc1ccc2cc(Br)ccc2c1CC(=O)NC(C)(C)C	3	1.1	1	-9	-2	1	1	-7	1	9
O=c1c2ccccc2cnn1Cc1n[nH]c(=S)n1-c1ccccc1Cl	-1	1	0.9	-3	18	1	0.8	-12	1	2
Cc1cccnc1NC(=S)NC(=O)c1cncc(Br)c1	-2	1	1	-5	16	1	0.8	8	0.5	7
CCN(CC)C(=O)Cn1c(=O)n(-c2ccccc2)c(=O)c2c3c(sc21)CCC3	0	1	1	-4	23	1	0.8	-11	1.1	4
CC(=O)Oc1ccc(-c2cccc(C(=O)NCCCO)c2)cc1	-2	1	0.9	-1	7	1	0.9	-3	1	11
O=C(CCC(=O)OCC(=O)c1ccc(-c2ccccc2)cc1)Nc1cccc(Cl)c1	-4	1	1	-5	9	1	0.9	-9	1	4
CN1C(=O)N(c2cccc3ccccc23)C(n2cncn2)C1(C)C (configuration not stated)	-5	1.1	1.1	-5	2	1.1	1	-15	1.1	3
O=C1CN(C(=O)CSc2nnnn2-c2ccc(Cl)cc2)c2ccccc2N1	2	1.1	1	-8	17	1	0.8	5	1.1	10
CC(=O)NNC(=O)CCC(=O)Nc1ccccc1	-3	1	0.9	-1	3	0.9	1	23	1	2
Cn1c(=O)n(CCc2ccccc2)c(=O)c2c1nc1n2CCCN1CCc1ccccc1	-6	1	0.8	-2	26	0.8	0.7	-1	1	-1
O=C1C=C(c2ccccc2)CC(c2cccs2)C1n1cnc([N+](=O)[O-])c1 (configuration not stated)	-5	1.1	0.8	-7	12	0.9	0.9	-1	1.1	4
Cc1cc(NC(=O)CSc2nnc3c(C)cc4cc5c(cc4n23)OCO5)no1	x	1.1	1	-7	21	1	0.8	-5	1	7
CCCP(=O)(CC(=O)O)c1ccccc1 (configuration not stated)	-3	1	1	-1	-1	1	1	-9	1	-3

Rewritten with values under each structure: part of the list above
Every second line gives: HMGR II inh	TNAP act hiacc	PMI act hi M6P	TNAP inh hiacc	Diaph inh CS	PMI activator	Diaphorase act	TNAP inh no acc	FLuc stim CS	G6PDH CS
O=c1c2ccccc2cnn1Cc1n[nH]c(=S)n1-c1ccccc1Cl
→ -1	1	0.9	-3	18	1	0.8	-12	1	2
O=C1CN(C(=O)CSc2nnnn2-c2ccc(Cl)cc2)c2ccccc2N1
→ 2	1.1	1	-8	17	1	0.8	5	1.1	10
CN1C(=O)N(c2cccc3ccccc23)C(n2cncn2)C1(C)C (configuration not stated)
→ -5	1.1	1.1	-5	2	1.1	1	-15	1.1	3
CC(=O)NNC(=O)CCC(=O)Nc1ccccc1
→ -3	1	0.9	-1	3	0.9	1	23	1	2
Cc1cccc(CN2CCCC(C(=O)c3ccc4c5c(cccc35)CC4)C2)n1 (configuration not stated)
→ -3	1.1	0.9	-5	23	0.9	0.8	-4	1.1	12
CCCP(=O)(CC(=O)O)c1ccccc1 (configuration not stated)
→ -3	1	1	-1	-1	1	1	-9	1	-3

(continued)
SMILES	HMGR II inh	TNAP act hiacc	PMI act hi M6P	TNAP inh hiacc	Diaph inh CS	PMI activator	Diaphorase act	TNAP inh no acc	FLuc stim CS	G6PDH CS
Cc1ccc2c(C(=O)CN3CCN(c4ccccc4)CC3)c(C)[nH]c2c1	-5	1	1.1	-4	3	1	1	-16	1	1
Cc1nc2c3ccccc3n(CC#N)c(=O)n2n1	1	1	0.9	-1	22	0.9	0.8	5	1	1
COCCn1c(=NC(=O)c2ccc3c(c2)OCCO3)sc2cc(S(N)(=O)=O)ccc21	1	1	1	3	1	1	1	3	1	3
Cc1cccc(N2CCN(C(=O)C3(S(=O)(=O)c4ccc(Cl)cc4)CC3)CC2)c1C	-1	1	1	-4	13	1	0.9	6	1.1	3
Cc1ccccc1NC(=S)N(Cc1cccs1)C1CCCC1	-6	1	1	-2	9	0.9	0.9	-12	1	2
O=C(NCc1ccccn1)c1cc(-c2ccccc2)on1	0	1	0.9	1	14	0.9	0.9	-4	0.9	2
COc1cccc(Cn2nnc3c(=O)[nH]c(C4CCCN(C(=O)c5ccccc5Cl)C4)nc32)c1 (configuration not stated)	-6	1	0.9	3	22	0.9	0.8	1	1	7
O=C(c1ccc(S(=O)(=O)NCc2ccco2)cc1)N1CCCC1	-6	1	1.1	-3	0	1.1	1	4	1	10
Cc1ccc(C(=O)NNC(=O)C(C)Sc2nc(N)cc(N)n2)cc1 (configuration not stated)	x	0.9	1	5	4	1.1	1	-4	1	-2
Cc1ccc(-c2csc3ncnc(Nc4ccc(N5CCOCC5)cc4)c23)cc1	5	1	1.1	-2	4	1.1	1	8	1	5
CCC(Sc1nc2ncnc(N)c2[nH]1)C(=O)O (configuration not stated)	-2	1	1	-1	4	0.4	1	30	1	2
NC(=O)CNC1CC(=O)N(CCc2ccccc2)C1=O (configuration not stated)	-3	1.1	0.9	-7	8	0.9	0.9	-11	1	12
c1cnc(-c2noc(CN3CCN(C4CCCC4)CC3)n2)cn1	-4	0.9	1	6	-3	1	1	0	1	5
O=C(c1cnc2nc3ccccc3n2c1)c1cc(F)ccc1O	1	0.9	1.6	5	26	1.5	0.7	-42	1.1	17
COc1ccc(OC)c(NC(=O)CSc2nc(C)cs2)c1	-12	1	0.9	-4	17	1	0.8	-16	1	-14
COc1ccc(-c2cc(C#N)nc(N3CCN(c4ccccc4)CC3)n2)cc1	6	1	1.1	-3	-1	1.1	1	8	1.1	7
COCCn1nnnc1CN(Cc1cc2cc(OC)c(OC)cc2[nH]c1=O)C1CCCC1	0	1.1	1.3	-9	5	1.3	0.9	0	1	2
CC(=O)Nc1cccc(N(C)S(C)(=O)=O)c1	0	1	1.1	-1	5	1	1	1	1	7
COc1cc(CNc2nc(C)c([N+](=O)[O-])c(C)c2C#N)cc(OC)c1OC	-2	1	0.7	-3	24	1	0.8	-11	1.1	2
CCc1ccccc1NC(=O)COc1ccc2oc(-c3ccc(OC)cc3)cc(=O)c2c1	-3	1.1	1.1	-7	0	1.1	1	-8	0.8	-19
CCCCCn1c(NC(=O)c2ccco2)c(S(=O)(=O)c2ccc(C)cc2)c2nc3ccccc3nc21	8	1	0.5	-3	48	0.8	0.5	-7	1.1	14
O=C(CCS(=O)(=O)c1ccc(Br)cc1)Nc1ccc2c(c1)OCO2	3	1	0.8	-1	11	1	0.9	-6	1	4
O=C(Nc1cccc(Cl)c1N1CCCC1)c1cc2ccccc2o1	0	1	1	-2	5	0.9	0.9	-5	1	12
COC(=O)CN(c1ccc2c(c1)OCO2)S(C)(=O)=O	1	1	1	-4	-2	1.2	1	4	1.1	8
COc1cc(CCC(=O)OCC(=O)NCc2ccc(Cl)cc2)cc(OC)c1OC	-2	1	1	2	4	0.9	1	-2	1	1

(next part)
SMILES	HMGR II inh	TNAP act hiacc	PMI act hi M6P	TNAP inh hiacc	Diaph inh CS	PMI activator	Diaphorase act	TNAP inh no acc	FLuc stim CS	G6PDH CS
CCOC(=O)C1=NNC2(c3ccc(Cl)cc3)C(=O)N(c3ccc(C)cc3)C(=O)C12 (configuration not stated)	-8	1	0.9	-4	26	0.7	0.7	-14	1	7
O=C(Nc1cccc2ccccc12)c1ccc(OC(=S)N2CCOCC2)cc1	-4	1	0.9	-5	30	0.9	0.7	-4	1.1	5
COc1ccc2c(C)cc(SCC#N)nc2c1	3	1.1	1	-8	-2	1	1	-13	1	-2
Cc1c(CCO)c(=O)oc2n[nH]c(-c3ccccc3)c12	-12	1	1	-1	4	1	1	-5	1	-2
COc1ccc(C2NS(=O)(=O)N=C2N)cc1 (configuration not stated)	-1	1	1	1	1	1.1	1	-1	1.1	9
O=C(NCCCN1CCCC1)C1CCC(=O)N1C1CCCCC1 (configuration not stated)	-3	1	1	-4	12	1	0.9	-1	1.1	2
Cc1c(NC(=O)c2c(NC(=O)CNC3CC3)sc3c2CCCC3)c(=O)n(-c2ccccc2)n1C	-1	1	0.9	1	21	0.8	0.8	-16	1	-9
Cc1ccccc1NC(=O)CNc1ccc(Cl)c(C(F)(F)F)c1	-6	1	1	-3	10	1	0.9	0	1.1	-7
CC(=O)C(=Nc1ccccc1Cl)NNc1ccc(Cl)cc1	4	1	1.5	-1	5	1.3	0.9	1	1.1	9
COc1ccc(C(=O)N/C(=C/c2cccc3ccccc23)C(=O)NCCc2c[nH]c3ccccc23)cc1OC	-1	1	0.9	-3	26	0.9	0.7	-7	1.1	1
Cc1ccc(C(=O)OCC(=O)NCC(F)(F)F)cc1C	-8	1	1.1	1	7	1.1	0.9	-7	1	2
COc1ccc(S(=O)(=O)Nc2cc3c4c(oc3c3ccccc23)CCCC4=O)cc1	-4	0.9	0.9	5	20	0.8	0.8	-6	1	6
O=C1CSC(c2ccccn2)N1Cc1cn2ccccc2n1 (configuration not stated)	-12	1.1	1	-6	7	1	0.9	-17	1.1	-4
